# Bioassay records from PubChem BioAssay.
# HTT aggregate = inhibitors of mutant huntingtin aggregate formation in PC12 cells | PC12 HttQ103-GFP aggregates, Acumen cytometry, 40 h | Potency, µM (series often up to 46.1 µM), for inactives: at the highest dose activity change, negative = inhibition, hits mostly inhibitors | hit rate 1.1% among 220,000; further: potency means the concentration at half of the fitted maximal effect; on the % scale 0 is the no-effect control and ±100 the full control effect; nearly all actives have a fitted effect of over 60% in size
#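 Aggregates are detected as GFP objects 1–25 µm with signal 6 STDEV over background in lysates of induced PC12 cells. These carry Huntingtin exon 1 with 103 glutamines fused to GFP under an ecdysone promoter; compounds titrated.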
# IMPase Li inh = membrane-permeable IMPase blocker, potentiated with lithium | Potency, µM (titrated, usually from 59.4 µM), for the others: at the top dose activity, negative = IMPase inhibition, hits mostly inhibitors | CHO-M1 cells, IP1 TR-FRET (IP-One), carbachol + lithium | hit rate 0.35% among 210,000 | AID 1457;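 further: IP1 builds up when IMPase is blocked and the TR-FRET signal falls; potency means the concentration at half of the fitted maximal effect; plate controls were basal vehicle for no effect and high inhibitor control for full effect; nearly all actives have a fitted effect of over 50% in size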
#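 CHO cells stably expressing M1 receptor (2000/well, cultured 16–30 h) treated 30 min at 37C with compound plus low lithium. Cytosolic IP1 by TR-FRET (665/620 ratio and 620 channel) after 10 min lysis; AC50 by Hill fit.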
# LMNA splice mod = changes lamin A minigene splicing in HeLa cells. HeLa LMNA splicing GFP/RFP minigene ratio, 48 h. hit rate 0.01% among 200,000. AID 1487. Potency, µM (top dose mostly 46.1 µM), without a hit: at the top dose ratio change, negative = inhibition, usual class: inhibitors; active means well fitted inhibition curve with a large enough effect in the signal ratio, with a control signal flat, not every such curve was filed as active; inconclusive means small, poorly fitted or top-dose-only effect, or effect the other way, or a change in a side signal; the % refers to the signal ratio; further: potency means the concentration at half of the fitted maximal effect; on the % scale 0 is the no-effect control and ±100 the full control effect
#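 Read-out is the ratio of GFP to DsRed2 object intensity, acquired by 488 nm laser-scanning cytometry on HeLa lamin A-EGFP minigene reporter cells. Compound incubation 48 hrs at 37 °C in Opti-MEM with 2% FBS; DMSO 0.5% final.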
# SMN2 splice up = increases expression of the SMN2 splice variant; hit rate 2.8% among 210,000; Potency, µM (highest dose often 46.1 µM), for inactives: top-dose activity change, positive = activation, hits mostly activators; HEK293 SMN2-luciferase splicing reporter, luminescence, 30-36 h; further: potency means the concentration at half of the fitted maximal effect; % of control where 0% means no effect; nearly all actives have a fitted effect of over 55% in size
#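 qHTS luciferase splicing reporter: luminescence rises when SMN2 exon 7 is included in transfected HEK293 cells. Compound exposure lasted 30-36 h at 37C, with 4.5 mM final sodium butyrate as control, followed by a ONE-Glo read.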
# CBFb-RUNX1 inh = inhibitors of human CBF-beta and RUNX1 interaction | AID 1477 | Q01196+Q13951 | Potency, µM (titrated, usually from 59.8 µM), for inactives: at the highest dose activity, negative = inhibition, actives largely listed as inhibitors | 230,000 tested, under 10 active | AlphaScreen CBFb-His/RUNX1-biotin binding, biochemical; further: % of control where 0% means no effect
# Target sequence (Q01196 whole entry, looked up): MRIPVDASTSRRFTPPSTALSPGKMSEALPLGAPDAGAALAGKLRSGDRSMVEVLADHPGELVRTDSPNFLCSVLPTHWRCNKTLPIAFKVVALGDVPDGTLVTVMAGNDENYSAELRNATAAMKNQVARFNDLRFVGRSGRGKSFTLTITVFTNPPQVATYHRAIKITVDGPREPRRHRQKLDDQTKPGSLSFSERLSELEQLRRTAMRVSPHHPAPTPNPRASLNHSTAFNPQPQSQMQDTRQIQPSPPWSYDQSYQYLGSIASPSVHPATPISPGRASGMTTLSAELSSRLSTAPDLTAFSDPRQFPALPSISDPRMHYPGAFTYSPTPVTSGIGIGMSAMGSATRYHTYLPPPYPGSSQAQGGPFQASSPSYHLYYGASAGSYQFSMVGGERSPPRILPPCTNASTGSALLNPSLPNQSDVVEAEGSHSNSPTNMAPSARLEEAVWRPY
# Target sequence (Q13951 whole entry, looked up): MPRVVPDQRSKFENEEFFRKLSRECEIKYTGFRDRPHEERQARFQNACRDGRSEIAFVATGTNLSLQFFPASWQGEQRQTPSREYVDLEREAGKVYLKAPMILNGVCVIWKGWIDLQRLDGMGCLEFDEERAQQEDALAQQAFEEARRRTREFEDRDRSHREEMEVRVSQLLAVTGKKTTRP
#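 CBF-beta (His) and RUNX1 (biotin), 30 nM each; 20 min preassociation; + compound, 15 min; + beads 50 ng each (Ni, streptavidin), 90 min; RT; AlphaScreen read.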
# KinaseGlo FLuc = counter-screen: inhibitors of Kinase-Glo firefly luciferase; Kinase-Glo luciferase, ATP luminescence, 8 min; Potency, µM (series often up to 38.3 µM), for inactives: at the highest dose activity change, negative = inhibition, actives largely listed as inhibitors; AID 1379; Q27757; hit rate 0.28% among 200,000; further: potency means the concentration at half of the fitted maximal effect; on the % scale 0 is the no-effect control and ±100 the full control effect; nearly all actives have a fitted effect of over 60% in size
#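 Kinase-Glo luciferase light output from ATP and luciferin was measured with 10 uM ATP, within the enzyme's linear range. Buffer: 50 mM imidazole pH 7.2, 50 mM KCl, 7 mM MgCl2, 0.01% Tween 20, 0.05% BSA; luminescence read after 8 min at ambient temperature.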
# HTT cytoprotect = Huntington cell model cytoprotection by ATP luminescence. PC12 HTT-Q103 induced, cytoprotection, ATP luminescence, 40 h. Potency, µM (series often up to 56.4 µM), inactives show cytoprotection (ATP increase), actives largely listed as activators. hit rate 0.14% among 230,000;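 further: potency means the concentration at half of the fitted maximal effect; % of control where 0% means no effect; nearly all actives have a fitted effect of over 45% in size; toxic huntingtin expression switched on by the ecdysone agonist tebufenozide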
#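 Compounds were screened for protection of PC12 cells against cell death after tebufenozide induction (100 nM final) of mutant Huntingtin exon 1 (Q103) fused to GFP.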
# Starred values were filed as active, the others as inactive; ? = inconclusive; · = not tested or not shown; [ ] = remark or other dose. Unless noted, the call rests on the fitted dose curve; in most records, active means well fitted curve in the direction sought with a large enough effect; inconclusive means small, poorly fitted or top-dose-only effect, or another doubt; inactive means no such curve, though single readings can be large; an effect the other way counts as inactive or inconclusive.
1) Cc1nn(-c2ccccc2)c(Cl)c1C(=O)Nc1ccc(N2CCOCC2)cc1
2) Cc1cc(/C=C(\C#N)C(=O)OCC#N)c(C)n1CC(C)C
3) CC(=O)Nc1ccc(S(=O)(=O)Nc2cccc(NC(=O)C(C)(C)C)c2)cc1
4) CC(C)CCCC(C)C1CCC2C3CC=C4CC(O)CCC4(C)C3CCC12C (stereo not given)
5) O=C(Cn1ccc([N+](=O)[O-])n1)N1CCCc2ccccc21
6) CCOC(=O)c1cc(NC(=O)CCC(=O)O)ccc1N1CCCCC1
7) O=C(CSc1nc2ccccc2[nH]1)N/N=C/C=C/c1ccccc1[N+](=O)[O-]
8) O=C(CCCCn1c(=S)[nH]c2ccsc2c1=O)NCc1ccc2c(c1)OCO2

assay / compound	1	2	3	4	5	6	7	8
SMN2 splice up	-6%	0%	-19%	·	10%	·	?	-1%
LMNA splice mod	·	?	-9%	·	-3%	0%[46 µM]	-11%	0%[46 µM]
KinaseGlo FLuc	-4%	-1%	3%	-2%	1%	·	3%	-1%
CBFb-RUNX1 inh	-5%	-12%	11%	8%[21.7 µM]	12%	1%	-10%	?
IMPase Li inh	3%	13%	7%[38.3 µM]	2%	1%	·	-2%	14%
HTT aggregate	9%	-13%	-6%	·	-12%	1%[9.22 µM]	?	-1%
HTT cytoprotect	-32%[inhibitor]	13%[10 µM]	-2%[0.074 µM]	19%[1.9 µM]	3%[10 µM]	-22%[10 µM]	18%[10 µM]	-17%

9) Cc1cc(C)c(C)c(S(=O)(=O)N2CCC(C(=O)Nc3ccccc3N3CCOCC3)CC2)c1C
10) NC(=O)c1sc(=S)n2c1[nH]c(=O)c1sccc12
11) Cc1nc(N2CCN(c3ccccc3)CC2)nc2c1C(=O)CC(c1ccccc1)C2 (stereo not given)
12) Cc1ccc(NC(=O)Nc2ccc3c(c2)N(C)C(=O)CS3)cc1C
13) CCN(CC)C(=O)N1CCN(C(=O)N(CC)CC)CC1
14) OCc1nnc2c3ccccc3c(-c3ccccc3)nn12
15) Nc1c(C(=O)NCC2CCCO2)sc2nc3c(c(-c4ccco4)c12)CC/C3=C\c1ccco1 (stereo not given)
16) CCn1c(CC(=O)Nc2cccc(OC)c2)nnc1SCC(=O)N1CCN(c2ccccc2)CC1

assay / compound	9	10	11	12	13	14	15	16
SMN2 splice up	-8%	25%	-40%[inhibitor]	-25%	·	3%	-1%	1%
LMNA splice mod	?	8%[46 µM]	5%	-6%	11%[46 µM]	2%	2%	5%
KinaseGlo FLuc	0%	4%	-5%	1%	-1%	-5%	-7%	1%
CBFb-RUNX1 inh	7%	13%	8%	-1%	9%	4%	·	3%
IMPase Li inh	13%	4%	-4%[38.3 µM]	20%[38.3 µM]	-1%	-10%[38.3 µM]	2%	13%[38.3 µM]
HTT aggregate	-9%	2%	-30%	12%	13%[9.22 µM]	?	2%	13%
HTT cytoprotect	1%[0.074 µM]	36%[10 µM]	-6%[0.074 µM]	6%	16%[10 µM]	10%	-16%[10 µM]	-38%[0.074 µM]

17) CCOC(=O)c1cnc2c(c(C)nn2C)c1Oc1ccc(OC)cc1
18) CCOc1ccc(CN2CCN(Cc3cnc(N4CCOCC4)s3)CC2CCO)cc1 (stereo not given)
19) CCc1ccccc1NC(=O)C1C(c2ccccc2)C1(Cl)Cl (stereo not given)
20) Cc1ccc(Sc2ccc(N)cn2)cc1
21) Cc1ccccc1NC(=S)NC1CCN(Cc2ccccc2)CC1
22) O=C(c1ccc([N+](=O)[O-])s1)N1CCc2ccccc2C1
23) O=P(O)(O)O[C@@H]1O[C@H](CO)[C@@H](O)[C@H](O)[C@@H]1O
24) Cc1c(Cl)c([N+](=O)[O-])nn1CC(=O)NC1CCCCC1

assay / compound	17	18	19	20	21	22	23	24
SMN2 splice up	·	·	-13%	·	-12%	·	-2%[9.22 µM]	-12%
LMNA splice mod	·	5%[46 µM]	9%	·	-15%	·	·	13%
KinaseGlo FLuc	·	-4%	-1%	·	2%	·	-3%[7.66 µM]	-1%
CBFb-RUNX1 inh	3%	1%	11%	-4%	3%	-8%	·	1%
IMPase Li inh	·	8%	10%[38.3 µM]	·	-5%	4%	-6%	-1%[38.3 µM]
HTT aggregate	-1%[9.22 µM]	22%[9.22 µM]	?	13%[9.22 µM]	12%	?	·	4%
HTT cytoprotect	4%[10 µM]	13%[10 µM]	-52%[inhibitor]	-2%[10 µM]	21%[10 µM]	-38%[inhibitor]	-6%[10 µM]	-4%

25) Cc1ccc2nc(SCc3cn4c(C)cc(C)nc4n3)[nH]c2c1
26) O=c1oc2ccccc2n1CCn1c2ccccc2c2nc3ccccc3nc21
27) O=C(NCc1ccco1)/C(=C\c1cccs1)NC(=O)c1ccsc1
28) COc1ccc(/C(=C\Nc2ccc(C)c(C)c2)C(C)=O)cc1OC
29) C[N+](C)(C)c1ccc(/C=N/Nc2nc(Cl)c(C#N)c(Cl)c2Cl)cc1
30) CN(C)/C=N/c1sc2c(c1C#N)CCCC2
31) O=C1NCC(NC(=O)C(F)(F)F)c2cc3c(cc21)OCO3 (stereo not given)
32) Cc1cccc(S(=O)(=O)C(C#N)c2nc3ccccc3nc2N2CC(C)OC(C)C2)c1 (stereo not given)

assay / compound	25	26	27	28	29	30	31	32
SMN2 splice up	0%	-34%	10%	-16%	-7%	-28%	-3%	-57%[inhibitor]
LMNA splice mod	-12%	-7%	-8%	15%[46 µM]	-14%	-2%[46 µM]	·	?
KinaseGlo FLuc	1%	5%	-4%	-3%	0%	-3%	-2%	5%
CBFb-RUNX1 inh	4%	12%	5%	11%	-8%	-5%	-2%	8%
IMPase Li inh	10%	-7%[38.3 µM]	-1%	8%	30%	11%	0%	-5%[38.3 µM]
HTT aggregate	24%	12%	9%	10%	7%	-17%	21%	-12%
HTT cytoprotect	-2%[10 µM]	8%[10 µM]	·	23%[10 µM]	10%[10 µM]	17%	·	-93%[inhibitor]

33) CC(=NCCCNC1CCCCC1)C1=C(O)CC(C)(C)CC1=O
34) O=C1Nc2ccc([N+](=O)[O-])cc2C1(O)N1CCCCCC1 (stereo not given)
35) COc1ccc(C(=O)N2CCC(O)(c3ccc(Cl)cc3)CC2)cc1OC
36) COc1ccc(N(C)C(=O)c2ccc3snnc3c2)cc1
37) O=C(CC(=O)c1cc(Cl)ccc1O)c1ccccc1
38) O=C(CCN1C(=O)C2C3CCC(C3)C2C1=O)Nc1ccccc1C(F)(F)F (stereo not given)
39) Cc1nnc(SCC(=O)c2ccc([N+](=O)[O-])cc2)s1
40) CN(C)c1ccc(C(=O)Nc2ccc(CN3CCS(=O)(=O)CC3)cc2)cc1

assay / compound	33	34	35	36	37	38	39	40
SMN2 splice up	7%	2%	·	6%	-57%[inhibitor]	4%	-1%	·
LMNA splice mod	8%	0%	·	-2%	?	?	·	·
KinaseGlo FLuc	-3%	0%	·	1%	1%	1%	-1%	·
CBFb-RUNX1 inh	5%	3%	1%	-1%	9%	-1%	2%	-21%
IMPase Li inh	38%[activator][38.3 µM]	-5%[38.3 µM]	·	4%	12%[38.3 µM]	-1%	4%	·
HTT aggregate	9%	0%	-6%[9.22 µM]	-19%	11µM*	30%	-6%	10%[9.22 µM]
HTT cytoprotect	0%	-16%	6%[10 µM]	-11%	4%[10 µM]	-19%	27%[10 µM]	4%[10 µM]

41) O=C(COC(=O)Cn1cnc2ccccc21)Nc1cc(S(=O)(=O)N2CCOCC2)ccc1Cl
42) Cc1ccccc1OC1C(=O)N(CC2CCCO2)C1c1ccc2c(c1)OCO2 (stereo not given)
43) O=C(c1cccs1)N(C(=O)c1cccs1)c1ccc(Br)cn1
44) O=c1c(-c2ccc(Cl)cc2)nc2cnc(N3CCNCC3)nc2n1CCc1ccccc1
45) O=C(Nc1sc2c(c1-c1nc3ccccc3[nH]1)CCCC2)C1CCCC1
46) COC(=O)c1cc(OC)c(OC)cc1NC(=S)Nc1cc(Cl)ccc1OC
47) COc1ccccc1N1CCN(C(=S)Nc2cccc(C)c2)CC1
48) Cc1ccc(-n2nc3cc(C)c(NC(=S)NC(=O)/C=C/c4ccco4)cc3n2)cc1
49) CN1CCC(=NNC(=O)CN(c2cccc(Br)c2)S(C)(=O)=O)CC1

assay / compound	41	42	43	44	45	46	47	48	49
SMN2 splice up	·	·	?	·	-4%	·	-2%	?	9%
LMNA splice mod	·	·	-9%	?	-10%	-24%	·	?	·
KinaseGlo FLuc	·	3%	-1%	·	0%	·	-5%	-3%	-3%
CBFb-RUNX1 inh	5%	1%	1%	·	2%	-4%	-1%	1%	-5%
IMPase Li inh	·	20%	63%[activator][38.3 µM]	7%	-12%[38.3 µM]	·	12%	-14%	-5%
HTT aggregate	10%[9.22 µM]	-8%[9.22 µM]	-15%	·	-24%	-11%	1%[9.22 µM]	?	-7%
HTT cytoprotect	-15%[10 µM]	-10%[10 µM]	-38%	-100%[inhibitor]	-5%	0%[10 µM]	5%[10 µM]	·	12%

# By substructure: those above with an aryl thioether with sulfur outside any ring.
7) O=C(CSc1nc2ccccc2[nH]1)N/N=C/C=C/c1ccccc1[N+](=O)[O-]
16) CCn1c(CC(=O)Nc2cccc(OC)c2)nnc1SCC(=O)N1CCN(c2ccccc2)CC1
20) Cc1ccc(Sc2ccc(N)cn2)cc1
25) Cc1ccc2nc(SCc3cn4c(C)cc(C)nc4n3)[nH]c2c1
39) Cc1nnc(SCC(=O)c2ccc([N+](=O)[O-])cc2)s1

assay / compound	7	16	20	25	39
SMN2 splice up	?	1%	·	0%	-1%
LMNA splice mod	-11%	5%	·	-12%	·
KinaseGlo FLuc	3%	1%	·	1%	-1%
CBFb-RUNX1 inh	-10%	3%	-4%	4%	2%
IMPase Li inh	-2%	13%[38.3 µM]	·	10%	4%
HTT aggregate	?	13%	13%[9.22 µM]	24%	-6%
HTT cytoprotect	18%[10 µM]	-38%[0.074 µM]	-2%[10 µM]	-2%[10 µM]	27%[10 µM]
